Large T inhibition – TAg ATPase/helicase activity blockers – biochemical (AID 1903); SV40 large T antigen ATPase/helicase inhibition assay; higher % means a stronger effect; inhibition, % at 20 µM, or IC50 in µM where a hit was titrated; 310,000 tested, 0.39% active; in the data active = a potency from the dose series; note: strong numbers were not always called active
Dengue-2 NS5 capping – flavivirus cap methylation enzyme inhibition – biochemical, confirmation dose response, primary screen (AID 588689); Dengue-2 NS5 methyltransferase capping enzyme assay, biochemical; higher % means a stronger effect; inhibition, % at 25 µM, or IC50 in µM where a hit was titrated; 340,000 tested, 0.3% active; in the data active = a potency from the dose series
Salmonella PhoP GFP – PhoP-dependent GFP reporter repression – Salmonella Typhimurium, primary screen (AID 1863). S. Typhimurium PhoP-regulated promoter GFP reporter, 4 h; higher % means a stronger effect. inhibition, % at 50 µM; hits with a dose series show IC50 in µM. 300,000 tested, 0.16% active;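 active = inhibition over 29.93%, a cutoff 3 SD above the screen mean, later confirmed by dose response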;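 note: 0% = low Mg2+ inducing control and 100% = high Mg2+ repressing control; strong numbers were not always called active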
K1F lysis inhibition – protection from phage-mediated lysis, alamar blue read-out – E. coli UTI89, K1F phage, bacterial capsule biogenesis inhibitors (AID 488966). E. coli UTI89 K1F phage lysis, alamar blue, 2 h; higher % means a stronger effect. 340,000 tested, 0.02% active. inhibition, % at 100 µM; hits with a dose series show IC50 in µM;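 active = phage lysis inhibition, versus mean bacterial control, above a set limit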;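 note: capsule biogenesis inhibitors block K1F phage lysis so surviving cells raise fluorescence; higher fluorescence means more inhibition of phage lysis; actives were called in the ten point dose series up to 300 µM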
RSV antiviral HEp-2 – inhibition of RSV-induced cytopathic effect – HEp-2 cells, primary 10 µM value included (AID 2391); HEp-2 cells, RSV-induced CPE inhibition; higher % means a stronger effect; CPE inhibition, % at 10 µM, or IC50 in µM where a hit was titrated; 310,000 tested, 0.13% active; in the data active = a potency from the dose series; note: strong numbers were not always called active
HIV peptide binding – inhibitors of HIV fusion peptide binding, primary screen, biochemical, uHTS, fluorescence dequenching (AID 1986); cell-free peptide binding, fluorescence dequenching, 30 min; higher % means a stronger effect; inhibition, % at 20 µM; hits with a dose series show IC50 in µM; 290,000 tested, 0.3% active; in the data active = inhibition mostly above about 52%, no sharp cut-off; inactive = mostly below about 76%; note: some results filed as inactive read as strong as hits
Rac1 GTP hydrolysis – MgcRacGAP GTPase-activating activity inhibitors, confirmation, biochemical, ADP Hunter fluorescence. MgcRacGAP-stimulated Rac1 GTP hydrolysis, ADP Hunter fluorescence; higher % means a stronger effect; GST-tagged Rac1 F28L mutant substrate. one-dose inhibition, % at 30 µM; IC50 in µM for titrated hits. 340,000 tested, 0.6% active. AID 624330;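 active = first-screen hits whose inhibition reached a set limit at any dose in the follow-up dose series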;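 note: fluorescence reports GDP produced by GAP-driven GTP hydrolysis; strong numbers were not always called active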
GPR35 arrestin U2OS – inhibition of zaprinast-stimulated GPR35 beta-arrestin translocation – imaging, U2OS, beta-arrestin-GFP, zaprinast agonist, primary screen (AID 2058); U2OS GPR35 beta-arrestin-GFP translocation imaging, zaprinast antagonism; higher % means a stronger effect; 290,000 tested, 0.052% active; one-dose inhibition, % at 10 µM; IC50 in µM for titrated hits;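 active = inhibition of at least 50% with at least 30 cells and total cytoplasm GFP at most 10,000,000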
GPR55 antagonists – GPR55 antagonists blocking LPI-driven arrestin recruitment, primary screen, imaging, U2OS, beta-arrestin-GFP, LPI agonist (AID 2013) | U2OS GPR55 beta-arrestin-GFP translocation imaging, LPI antagonism; higher % means a stronger effect | one-dose inhibition, % at 10 µM; IC50 in µM for titrated hits | 290,000 tested, 0.13% active;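 active = spots per cell inhibited over 60%, with over 100 cells counted and total cytoplasm intensity under 500,000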;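 note: U2OS cells stably carrying GPR55 and arrestin-GFP stimulated by 5 µM LPI near EC80; imaged beta-arrestin-GFP aggregate spots per cell after agonist stimulation; plate controls were LPI-stimulated DMSO wells for no effect and DMSO wells without LPI for full effect; some results filed as inactive read as strong as hits; confirmed hits need IC50 under 10 µM and bright autofluorescent wells are also inconclusive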
Starred values were filed as active, the others as inactive; i = inactive; . = not tested or not shown; [ ] = dose if it differs, or a comment.

SMILES,Large T inhibition,Dengue-2 NS5 capping,Salmonella PhoP GFP,K1F lysis inhibition,RSV antiviral HEp-2,HIV peptide binding,Rac1 GTP hydrolysis,GPR35 arrestin U2OS,GPR55 antagonists
O=C(Nc1cc(C(F)(F)F)ccc1Cl)C(Sc1cccc[n+]1[O-])c1ccccc1 (configuration not stated),9%,-2%,5%,3.6%,0.6%,-0.4%,7%,7%,-1%
CC1CCCCC1NC(=O)Cn1ncc2ccccc21 (configuration not stated),8%,-1%,1%,-4.7%,1.2%,1.8%,8%,-11%,6%
CC1(C)O[C@@H]2[C@H](O1)[C@@H](CO)O[C@H]2n1cnc2c(=O)[nH]cnc21,.,0%,.,2.4%,1.1%,.,9%,.,.
COc1ccc(CN2CCC(N(CCc3ccccc3)Cc3ccccc3)CC2)c(OC)c1,-3%,3%,-2%,-0.2%,3.5%,0.1%,97µM*,-28%,14%
Cc1ccc(CN(C(=O)Cn2nnc3ccccc32)C(C(=O)NCc2ccco2)c2ccc(C)o2)cc1 (configuration not stated),27%,-3%,6%,-0.5%,2.1%,0.4%,12%,-12%,0%
CCOc1ccc(OCCn2nnc3ccccc3c2=O)cc1,10%,-8%,3%,-1.0%,0.1%,-2.1%,-2%,-14%,-3%
CC(=O)c1c(C)[nH]c(C(=O)OCC(=O)c2c(N)n(C)c(=O)n(C)c2=O)c1C,-3%,.,0%,.,-0.4%,3.2%,.,0%,6%
Cc1ccc(S(=O)(=O)N/N=C/c2c(F)cccc2Cl)cc1,3%,-3%,-11%,6.3%,2.6%,2.0%,1%,0%,4%

Arranged by SMILES length (smallest number first): some entries from above.
SMILES,Large T inhibition,Dengue-2 NS5 capping,Salmonella PhoP GFP,K1F lysis inhibition,RSV antiviral HEp-2,HIV peptide binding,Rac1 GTP hydrolysis,GPR35 arrestin U2OS,GPR55 antagonists
COc1ccc(CN2CCC(N(CCc3ccccc3)Cc3ccccc3)CC2)c(OC)c1,-3%,3%,-2%,-0.2%,3.5%,0.1%,97µM*,-28%,14%
CC(=O)c1c(C)[nH]c(C(=O)OCC(=O)c2c(N)n(C)c(=O)n(C)c2=O)c1C,-3%,.,0%,.,-0.4%,3.2%,.,0%,6%
CC1(C)O[C@@H]2[C@H](O1)[C@@H](CO)O[C@H]2n1cnc2c(=O)[nH]cnc21,.,0%,.,2.4%,1.1%,.,9%,.,.

Single records, from the list above.
COc1ccc(CN2CCC(N(CCc3ccccc3)Cc3ccccc3)CC2)c(OC)c1 as listed: Large T inhibition: -3%; Dengue-2 NS5 capping: 3%; Salmonella PhoP GFP: -2%; K1F lysis inhibition: -0.2%; RSV antiviral HEp-2: 3.5%; HIV peptide binding: 0.1%; Rac1 GTP hydrolysis: 97µM*; GPR35 arrestin U2OS: -28%; GPR55 antagonists: 14%
Cc1ccc(CN(C(=O)Cn2nnc3ccccc32)C(C(=O)NCc2ccco2)c2ccc(C)o2)cc1 (configuration not stated) as listed: Large T inhibition: 27%; Dengue-2 NS5 capping: -3%; Salmonella PhoP GFP: 6%; K1F lysis inhibition: -0.5%; RSV antiviral HEp-2: 2.1%; HIV peptide binding: 0.4%; Rac1 GTP hydrolysis: 12%; GPR35 arrestin U2OS: -12%; GPR55 antagonists: 0%

New compounds follow
SMILES,Large T inhibition,Dengue-2 NS5 capping,Salmonella PhoP GFP,K1F lysis inhibition,RSV antiviral HEp-2,HIV peptide binding,Rac1 GTP hydrolysis,GPR35 arrestin U2OS,GPR55 antagonists
Cc1ccc(C)c(-n2ccnc2SCC(=O)O)c1,6%,0%,14%,0.4%,2.5%,-0.3%,9%,-2%,4%
COc1ccnc2c1c(=O)n(Cc1ccc(Cl)cc1)c(=O)n2C,-7%,-1%,6%,0.3%,5.9%,1.6%,8%,3%,-7%
c1csc(C2Nc3cccc4cccc(c34)N2)c1,12%,17%,49%,0.9%,0.1%,78%,25%,20%,15%
COc1ccc(C)cc1Nc1n[n+](-c2ccccc2)c(-c2ccc(SC)cc2)s1,20%,-2%,.,-0.5%,8.9%,-1.5%,8%,20%,4%
CC(=O)Oc1ccc2c(c1)OC(c1ccccc1)CC21CC(C)(C)NC(=O)N1 (configuration not stated),2%,1%,8%,1.8%,0.9%,0.5%,6%,4%,6%
O=C(Nc1nccs1)c1cccc(S(=O)(=O)N2CCOCC2)c1,5%,1%,-4%,0.3%,0.5%,.,3%,.,.
CCN(CC)S(=O)(=O)c1ccc2oc(C(=O)O)c(C)c2c1,9%,-1%,1%,0.1%,0.1%,0.2%,6%,-8%,11%
Cc1ccc(C)c(N2CCN(C(=O)C3CCN(c4nnc(N5CCCC5=O)s4)CC3)CC2)c1,.,1%,.,-0.8%,0.1%,-0.2%,12%,-10%,-4%
CCCCn1c(N)c(N(CC(C)C)C(=O)CSCC(=O)Nc2ccc(C)cc2)c(=O)[nH]c1=O,.,-4%,.,0.5%[50 µM],-0.8%,.,1%,.,.
Cc1ccc(N2C(=O)CCC2(C#N)c2ccccc2)cc1 (configuration not stated),6%,-5%,2%,-0.3%,.,-1.2%,17%,8%,1%
CCN1CCN(C(c2cccnc2)c2c(NC(=O)c3ccco3)sc(C)c2C)CC1 (configuration not stated),.,-5%,.,0.6%[50 µM],0.4%,.,3%,.,.
Cc1cc(SCc2cccc([N+](=O)[O-])c2)nc(=O)[nH]1,7%,-7%,2%,0.1%,3.4%,1.2%,0%,-1%,13%
O=C(COc1ccccc1C(=O)O)NC1CCCc2ccccc21 (configuration not stated),0%,-2%,-3%,1.2%,0.3%,-0.7%,-12%,-7%,-6%
CC(C)c1ccc(/C=C2\SC(=S)N(CCC(=O)N3CCCCC3CCO)C2=O)cc1 (configuration not stated),12%,-1%,-15%,-0.3%,20%,2.5%,14%,12%,0%
O=C1C=C(c2cnc3ccccc3c2)C[C@@H](c2ccc3c(c2)OCO3)C1,.,1%,.,1.3%,1.1%,.,11%,.,.
Cc1ccccc1NC(=S)NCC1CCC(CNC(=S)Nc2ccccc2C)CC1 (configuration not stated),0%,12%,-8%,-1.3%,1.5%,-1.0%,0%,-12%,-6%

Going on with the list.
SMILES | Large T inhibition | Dengue-2 NS5 capping | Salmonella PhoP GFP | K1F lysis inhibition | RSV antiviral HEp-2 | HIV peptide binding | Rac1 GTP hydrolysis | GPR35 arrestin U2OS | GPR55 antagonists
O=c1oc2ccccc2c(N2CCCC2)c1[N+](=O)[O-] | 12% | 10% | -8% | 1.5% | -0.2% | -1.4% | 9% | 8% | 1%
CCCCCCNC(=O)c1ccc(Br)o1 | 17% | 2% | -5% | 2.8% | -0.7% | -0.2% | 1% | 2% | 6%
O=C(NCc1ccccc1)NC1(C(=O)N2CCN3CCCC3C2)CCCCC1 (configuration not stated) | 14% | -1% | 4% | 1.5% | 1.9% | 1.7% | 12% | -4% | 9%
CCN(CC)C(=O)Cn1c(=O)n(CC(=O)N2CCCCC2)c(=O)c2sccc21 | 2% | -3% | 6% | 0.4% | 2.2% | -0.6% | 0% | -16% | 17%
Cc1cccc(N2C(=O)C3CCCN3C2=S)c1C (configuration not stated) | . | -4% | . | 0.7%[50 µM] | 0.8% | . | -2% | . | .
O=S(=O)(c1ccc(Br)cc1)c1nc(-c2ccccc2)oc1N1CCOCC1 | -3% | -6% | 5% | 0.1% | 1.5% | -1.9% | 11% | 8% | 11%
CSc1nnc(-c2cc3ccccc3cc2O)n1C | 25% | -2% | 0% | 0.6% | 2.0% | 1.8% | 6% | -1% | 7%
COc1ccc(OC)c(NC(=O)CSc2nncc3ccccc23)c1 | -5% | 11% | -8% | -0.7%[50 µM] | 0.3% | 0.6% | 1% | 2% | -14%
Cc1ccc(Cl)cc1NC(=S)NCc1cccn1C | 10% | -6% | 20% | 6.3% | 2.0% | 4.9% | 9% | 3% | 7%
CC1CCC2(CC1)NC(=O)N(CC(=O)c1cn(CCC#N)c3ccccc13)C2=O (configuration not stated) | 6% | 1% | -11% | 0.0% | 0.3% | -1.7% | 12% | 23% | 11%
O=C(Nc1ccc2nc(-c3cccnc3)[nH]c2c1)C12CC3CC(CC(C3)C1)C2 | 25% | -1% | 8% | i | 4.4% | -0.9% | 8% | 4% | 24%
COc1ccc(CNC(=O)C2CCCN(S(=O)(=O)c3ccc4c(c3)CCCN4C(C)=O)C2)cc1 (configuration not stated) | 9% | -4% | 5% | 0.3% | 2.4% | -1.8% | 7% | 12% | -10%
COc1ccccc1CCC(=O)Oc1ccc(C#N)cc1OC | 29% | -3% | -3% | 0.2% | 0.9% | -2.1% | 4% | -10% | -4%
Cc1ccc(NC(=O)CSc2nc3nc(C)c(Br)cc3[nH]2)cc1F | 10% | -8% | -16% | 0.4% | 4.7% | 0.3% | 8% | 19% | 16%
O=C(Nc1c2c(nn1-c1ccccc1)CS(=O)(=O)C2)c1ccccc1C(F)(F)F | 20% | -8% | 6% | 0.0% | 0.6% | 3.3% | 9% | 9% | 16%
C=CCn1c(SCC(=O)Nc2cc(C)ccc2OC)nnc1-c1ccco1 | 16% | -8% | 4% | -0.4% | -0.8% | -0.2% | -1% | 4% | -8%
COc1ccc(C(=O)Oc2ccc(C(=S)N3CCOCC3)cc2)cc1 | . | 10% | . | -0.1% | 1.3% | -0.6% | 8% | 2% | 4%
CCOc1ccc(N(CC(=O)NCc2ccccc2OC)S(C)(=O)=O)cc1 | 5% | -2% | -4% | 0.3% | -1.5% | -0.7% | 7% | 6% | 2%
COCCN1C(=O)C(=O)/C(=C(/O)c2ccc(S(=O)(=O)N3CCOCC3)cc2)C1c1ccc(O)cc1 (configuration not stated) | 12% | -18% | -4% | 0.0% | 0.3% | -0.8% | 3% | 6% | -5%
O=C(COC(=O)/C(=C/c1cccs1)c1cccs1)NCc1ccccc1Cl | 6% | -5% | 1% | 0.2% | 8.5% | -2.2% | 12% | 6% | 18%
Cn1c2c(c(=O)n(C)c1=O)C(c1ccccc1F)C(C#N)=C(N)O2 (configuration not stated) | 29% | -1% | 0% | -1.5% | 0.5% | -0.1% | 8% | -17% | 1%
CC(C)(O)C#Cc1ccc(C(=O)NC(CCCNC(N)=O)C(=O)O)s1 (configuration not stated) | 13% | -8% | -8% | -0.4% | 2.3% | -0.4% | -2% | 4% | -4%
O=C(CCCCCn1c(=S)[nH]c2ccc(N3CCOCC3)cc2c1=O)NCc1ccc2c(c1)OCO2 | 14% | -1% | 0% | 0.1% | -2.0% | -3.3% | 13% | 2% | 0%
CCOC(=O)c1sc(=NC(=O)/C=C/c2cccs2)n(C)c1C | -3% | 1% | 2% | 1.3% | 1.6% | 20% | -4% | 9% | 10%
COc1ccc(S(=O)(=O)N2CCc3ccccc32)cc1C(=O)N1CCN(C=O)CC1 | . | -12% | . | 0.7%[50 µM] | 1.2% | . | 6% | . | .

Compound activity from PubChem.
